Compound activity deposited in PubChem BioAssay by several laboratories.
GPR55 antagonists: GPR55 antagonists blocking LPI-driven arrestin recruitment, primary screen, imaging, U2OS, beta-arrestin-GFP, LPI agonist (AID 2013); G-protein coupled receptor 55 (Homo sapiens); U2OS GPR55 beta-arrestin-GFP translocation imaging, LPI antagonism; higher % means a stronger effect; one-dose inhibition, % at 10 µM; IC50 in µM for titrated hits; 290,000 tested, 0.13% active;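 active = spots per cell inhibited over 60%, with over 100 cells counted and total cytoplasm intensity under 500,000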;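 also: U2OS cells stably carrying GPR55 and arrestin-GFP stimulated by 5 µM LPI near EC80; imaged beta-arrestin-GFP aggregate spots per cell after agonist stimulation; plate controls were LPI-stimulated DMSO wells for no effect and DMSO wells without LPI for full effect; some results filed as inactive read as strong as hits; confirmed hits need IC50 under 10 µM and bright autofluorescent wells are also inconclusive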
Salmonella PhoP GFP: inhibitors of PhoP regulon expression, primary screen, Salmonella Typhimurium, GFP reporter (AID 1863) | S. Typhimurium PhoP-regulated promoter GFP reporter, 4 h; higher % means a stronger effect | inhibition, % at 50 µM, or IC50 in µM where a hit was titrated | 300,000 tested, 0.16% active;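 active = inhibition over 29.93%, a cutoff 3 SD above the screen mean, later confirmed by dose response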;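 also: 0% = low Mg2+ inducing control and 100% = high Mg2+ repressing control; strong numbers were not always called active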
KOR beta-arrestin-1: KOR agonists, beta-arrestin recruitment, primary screen, cell-based, luminescence, uHTS (AID 1777). Kappa-type opioid receptor (Homo sapiens). KOR beta-arrestin recruitment, luminescence; higher % means a stronger effect. activation, % at 10 µM; hits with a dose series show EC50 in µM. 280,000 tested, 0.02% active; in the data active = activation above about 50%, passing the limit was not always enough; also: a part of the inactive calls stands beside numbers as strong as those of hits
KOR beta-arrestin-2: KOR antagonists, beta-arrestin recruitment, cell-based, luminescence, uHTS (AID 1778); Kappa-type opioid receptor (Homo sapiens); KOR beta-arrestin recruitment, luminescence, antagonist mode; higher % means a stronger effect; inhibition, % at 10 µM; hits with a dose series show IC50 in µM; 290,000 tested, 0.091% active; in the data active = inhibition above about 50%; also: strong numbers were not always called active
GPR35 antagonists: GPR35 antagonists blocking zaprinast-driven arrestin recruitment, primary screen, imaging, U2OS, beta-arrestin-GFP, zaprinast agonist (AID 2058); G-protein coupled receptor 35 (Homo sapiens); inhibition, % at 10 µM, or IC50 in µM where a hit was titrated; U2OS GPR35 beta-arrestin-GFP translocation imaging, zaprinast antagonism; higher % means a stronger effect; 290,000 tested, 0.052% active;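 active = inhibition of at least 50% with at least 30 cells and total cytoplasm GFP at most 10,000,000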
West Nile virus CPE: West Nile virus antiviral activity, cell-based, CPE readout (AID 1621); West Nile virus-infected cells, CPE inhibition; higher % means a stronger effect; CPE inhibition, % at 10 µM, or IC50 in µM where a hit was titrated; 290,000 tested, 0.02% active; in the data active = a potency from the dose series; also: strong numbers were not always called active
T cell modulator: modulators of CD8 T cell-vesicle binding, primary screen, mouse 2C CD8+ T cells, flow cytometry | 2C CD8+ T cell-vesicle binding; hits give low values | calls only at 7 µM | 330,000 tested, 0.068% active;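 active = response, share of CD8 T cells binding vesicles, and their 90th percentile fluorescence all below set limits, cut at about 80% in these data, passing the limit was not always enough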
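Incubation: binding step 1.5 h, 37 °C, antibody labelling 20 min, ice; system: murine 2C transgenic CD8+ T lymphocytes; technique: cytometric PE anti-B7-1 and Alexa647 anti-CD8 signals after 1% paraformaldehyde fixation; also added: QL9-charged Drosophila Ld/ICAM-1/B7-1 vesicles; control set: naked versus QL9-loaded vesicles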
NTR1 agonist: agonists of NTR1, primary screen, imaging, U2OS cells, beta-arrestin-GFP, high content (AID 493036) | Neurotensin receptor type 1 (Homo sapiens), P30989 | NTR1-U2OS beta-arrestin-GFP spot imaging, agonist mode | 330,000 tested, 0.17% active | activation, % at 20 µM;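 active = activation at or above 40% of the spot to cytoplasm intensity ratio, with at least 20 cells analyzed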;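 also: 0% = DMSO without peptide and 100% = 100 nM NTR1 peptide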
Target sequence (P30989 whole entry, looked up): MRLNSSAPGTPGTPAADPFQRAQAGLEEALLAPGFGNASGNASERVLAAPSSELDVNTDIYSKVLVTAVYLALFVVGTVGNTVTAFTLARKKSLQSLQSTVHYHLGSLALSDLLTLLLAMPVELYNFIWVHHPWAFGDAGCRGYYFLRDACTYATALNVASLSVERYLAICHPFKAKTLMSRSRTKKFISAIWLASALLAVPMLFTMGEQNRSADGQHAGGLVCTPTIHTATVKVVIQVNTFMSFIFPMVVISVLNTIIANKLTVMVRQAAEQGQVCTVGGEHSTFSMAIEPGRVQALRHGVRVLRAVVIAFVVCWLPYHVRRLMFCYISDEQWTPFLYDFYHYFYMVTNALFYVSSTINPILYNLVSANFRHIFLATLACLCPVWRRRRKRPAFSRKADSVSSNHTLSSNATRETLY
GPR55 beta-arrestin: GPR55 agonists via beta-arrestin recruitment, primary screen, imaging, U2OS cells, beta-arrestin-GFP redistribution (AID 1961). activation, % at 10 µM, or EC50 in µM where a hit was titrated. U2OS GPR55 beta-arrestin-GFP redistribution imaging; higher % means a stronger effect. 290,000 tested, 0.048% active. G-protein coupled receptor 55 (Homo sapiens);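 active = activation above 40% with more than 50 cells counted in the well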;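 also: U2OS osteosarcoma cells stably expressing GPR55 and beta-arrestin-GFP; plate controls were DMSO negative control for no effect and LPI positive control for full effect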
T cell modulator vesicle-bound %: also measured in T cell modulator; calls as there; double positive events, %; measured here: CD8+ vesicle-bound cell fraction;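 binding gate set so that unloaded-vesicle control wells show 10% double positive cells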
NTR1 agonist cell count 20 µM: second read-out of NTR1 agonist, no call of its own (marks repeat the call); cell count; measured here: cell count, cytotoxicity flag
The depositor's hits bear a star; i = inactive; x = no result given; [ ] = dose if it differs, or a comment.

no.	canonical_smiles	GPR55 antagonists	Salmonella PhoP GFP	KOR beta-arrestin-1	KOR beta-arrestin-2	GPR35 antagonists	West Nile virus CPE
1	CCOC(=O)C1CCN(C(=O)c2sc3nc(-c4ccc(F)cc4)cn3c2C)CC1	30.2%	0.3%	2.2%	-16.9%	-4.8%	x
2	COc1ccc(CCN=C(N)Nc2nc(C)cc(C)n2)cc1	16.8%	3.5%	-1.7%	-14.0%	-4.2%	0.4%
3	Cc1nn(-c2ccc(N3CCOCC3)nn2)c(C)c1CCC(=O)Nc1ccccc1	1.0%	-4.9%	-2.6%	-41.0%	6.5%	-0.3%
4	O=C(O)C(NS(=O)(=O)c1ccc(F)cc1)c1ccccc1 (centres undefined)	4.2%	5.2%	-1.0%	-35.3%[20 µM]	7.5%	1.8%
5	Cc1cc(OCCN2CCCC2)cc(C(C)C)c1	15.6%	-5.2%	-2.1%	x	-14.2%	-0.7%
6	CN(N)c1nc(-c2ccccc2)cc(-c2ccccc2)n1	-2.5%	-0.5%	-0.2%	-29.3%[20 µM]	-3.5%	-0.1%
7	CCn1c(SCc2ccccc2)nnc1C1CCCCC1	-1.4%	2.1%	-2.7%	-16.2%	-4.2%	-0.6%
8	Cc1nc(NC(=O)CSc2nnc(C3CC3)n2C)sc1C(=O)N(C)C	4.1%	-2.5%	2.7%	-16.0%	-20.5%	-0.1%
9	O=C(c1ccco1)N1CCN(/C(=N/S(=O)(=O)c2cccs2)c2ccccc2Cl)CC1	13.8%	-11.5%	-1.9%	29.2%	-15.3%	0.0%
10	CCOc1c(OC(C)=O)ccc(/C=C/c2ccc3cccc(OC)c3n2)c1[N+](=O)[O-]	9.9%	2.3%	0.6%	23.2%	-7.6%	-1.2%
11	CCn1c(SCC(=O)Nc2nccs2)nnc1-c1ccncc1	4.1%	-3.3%	-1.3%	-19.9%	9.5%	0.0%
12	NS(=O)(=O)c1ccc(N2CCCC2=O)c([N+](=O)[O-])c1	6.1%	-5.0%	x	-26.5%[20 µM]	5.8%	0.2%
13	Cc1cc(C)c2nc(NC(=O)c3ccco3)sc2c1	17.4%	-5.3%	-5.4%	-10.9%	13.6%	-0.1%
14	Cc1ccc(NC(=O)CN(C)C(=O)CSc2nncn2C)cc1	-8.8%	-4.2%	-2.0%	33.2%	6.7%	-0.3%
15	Cc1cccc(C(=O)Nc2ccccc2C(=O)NCc2ccco2)c1	10.0%	-1.2%	-5.9%	1.0%	9.5%	-0.5%

no.	T cell modulator	T cell modulator vesicle-bound %	NTR1 agonist	NTR1 agonist cell count 20 µM	GPR55 beta-arrestin
1	i	27.8	0.4	75	-0.1%
2	i	55.2	-0.6	39	-0.6%
3	i	38.9	0.7	60	-0.2%
4	i	51.9	-1.3	67	-0.1%
5	i	5.6	-1.6	68	0.0%
6	i	57.7	9.4	49	0.0%
7	i	44.1	1.2	55	-0.2%
8	i	4.1	0.2	66	0.2%
9	i	43.5	-0.4	39	0.2%
10	i	39.3	42.1*	89*	0.1%
11	i	16.4	-0.3	64	0.2%
12	i	55.3	0.2	27	-0.1%
13	i	16.0	0.9	50	-0.2%
14	i	26.2	-1.2	66	-0.2%
15	i	19.4	1.3	73	0.0%

Among those listed so far, 2 contain fluorine:
no.	canonical_smiles	GPR55 antagonists	Salmonella PhoP GFP	KOR beta-arrestin-1	KOR beta-arrestin-2	GPR35 antagonists	West Nile virus CPE
1	CCOC(=O)C1CCN(C(=O)c2sc3nc(-c4ccc(F)cc4)cn3c2C)CC1	30.2%	0.3%	2.2%	-16.9%	-4.8%	x
4	O=C(O)C(NS(=O)(=O)c1ccc(F)cc1)c1ccccc1 (centres undefined)	4.2%	5.2%	-1.0%	-35.3%[20 µM]	7.5%	1.8%

no.	T cell modulator	T cell modulator vesicle-bound %	NTR1 agonist	NTR1 agonist cell count 20 µM	GPR55 beta-arrestin
1	i	27.8	0.4	75	-0.1%
4	i	51.9	-1.3	67	-0.1%

New compounds follow.
no.	canonical_smiles	GPR55 antagonists	Salmonella PhoP GFP	KOR beta-arrestin-1	KOR beta-arrestin-2	GPR35 antagonists	West Nile virus CPE
16	Cc1ccc(C)c(NC(=O)CCN2CCc3ccccc3C2)c1	-1.4%	-3.4%	-5.3%	-1.7%[20 µM]	-7.0%	-0.8%
17	CN(CC(=O)N1CCN(c2ccccc2F)CC1)S(=O)(=O)c1cnc[nH]1	-0.4%	0.3%	5.6%	-5.5%	-7.1%	0.7%
18	Cc1cccc([C@@H]2[C@@H]3C(=O)N(Cc4ccccc4)C(=O)[C@@H]3[C@]3(Cc4ccc(Cl)cc4)C(=O)N(c4cccc(Br)c4)C(=O)N23)c1	7.4%	x	-6.3%	-5.4%[20 µM]	0.1%	-1.3%
19	Cc1cc2nccc(-c3cccnc3)n2n1	13.7%	-5.7%	0.4%	6.2%	-1.9%	0.4%
20	CCOc1ccc(/C=C2\N=C(c3cccs3)OC2=O)cc1OC	-8.9%	-1.9%	-1.8%	23.0%	-4.6%	0.0%
21	CCc1nnc(NC(=O)c2ccc(S(=O)(=O)N3CCCCC3)cc2)s1	-5.8%	-2.0%	0.1%	-24.7%	1.4%	0.1%
22	N=c1n(CCc2ccccc2)c2ccccc2n1Cc1ccccc1F	45.8%	8.8%	1.8%	-19.0%	6.1%	-1.6%
23	Cc1ccc(-n2c(SCC(=O)Nc3ccc(C(=O)O)cc3)nnc2-c2ccncc2)cc1	4.7%	-9.5%	3.1%	7.7%	15.0%	0.2%
24	Cc1c(Cl)cccc1NC(CC(=O)c1ccccc1)C(=O)OCC(=O)c1cccs1 (centres undefined)	4.0%	-4.1%	-1.9%	19.3%	7.5%	0.1%
25	COCCCn1c(-c2ccccc2)nc2ccccc2c1=O	9.1%	-6.2%	-3.5%	13.4%	11.4%	-0.3%
26	COc1ccc(C(=O)NC=C2C(=O)OC(C)(C)OC2=O)cc1	-1.5%	-9.4%	0.7%	-22.8%	-16.4%	0.0%
27	Nc1cc2c(cc1C(=O)c1ccccc1)OCCO2	9.1%	-8.8%	-1.0%	4.1%	3.6%	2.0%
28	O=S(=O)(NCc1ccccn1)c1ccc2ccccc2c1	-4.3%	0.6%	-0.8%	3.1%	-4.1%	-0.2%
29	O=C1NC2=C(C(=O)OC2)C(c2ccc(OC(F)(F)F)cc2)N1 (centres undefined)	0.0%	3.0%	-1.7%	27.5%	-4.8%	1.1%
30	CC(=O)NN1C(=O)c2ccccc2NC1c1ccco1 (centres undefined)	3.1%	0.7%	-5.0%	10.7%	1.2%	-0.4%

no.	T cell modulator	T cell modulator vesicle-bound %	NTR1 agonist	NTR1 agonist cell count 20 µM	GPR55 beta-arrestin
16	i	45.4	2.4	46	0.2%
17	x	x	1.9	53	-0.2%
18	i	9.5	-0.7	57	0.2%
19	i	28.9	1.2	57	0.8%
20	i	52.9	3.2	37	0.1%
21	i	22.8	-1.2	52	-0.1%
22	i	39.1	1.3	51	0.2%
23	i	34.9	0.2	65	-0.1%
24	i	36.2	2.3	40	-0.2%
25	i	50.8	1.4	49	0.8%
26	i	61.0	2.6	51	-0.3%
27	i	65.7	-0.5	59	-0.1%
28	i	36.4	-0.5	49	0.5%
29	i	14.0	2.5	49	-1.9%
30	i	29.3	1.9	49	0.5%

(listing goes on)
no.	canonical_smiles	GPR55 antagonists	Salmonella PhoP GFP	KOR beta-arrestin-1	KOR beta-arrestin-2	GPR35 antagonists	West Nile virus CPE
31	COc1ccc(N(CC(=O)Nc2ccc3c(c2)OCO3)S(=O)(=O)c2ccccc2)cc1	7.0%	1.9%	-2.9%	-5.1%[20 µM]	9.9%	0.6%
32	COc1ccc2c(c1OC)CN(C)CCc1cc3c(cc1C(O)C2)OCO3 (centres undefined)	-10.0%	-0.6%	-1.7%	1.2%	6.9%	-0.1%
33	CC(=O)c1cccc(CN2CCCC(CCC(=O)NCc3ccc(F)c(F)c3)C2)c1 (centres undefined)	5.1%	-0.7%	x	8.5%[20 µM]	10.1%	-0.1%
34	Cc1ccc(OC(=O)CCS(=O)(=O)c2ccc(C)cc2)cc1	1.5%	4.2%	2.0%	2.1%	18.8%	0.0%
35	O=c1cc(CSc2nnc3ccccn23)c2c(ccc3ccccc32)o1	15.5%	9.5%	2.8%	-7.8%	4.3%	-0.5%
36	CN1CCN(c2ccncc2S(=O)(=O)N2CCCCC2)CC1	-2.3%	-3.7%	6.5%	-14.1%	-4.8%	-0.4%
37	Cc1csc(N)n1	0.0%	-5.1%	-2.6%	-10.3%	-6.9%	0.1%
38	O=C(Nc1ccc(N2CCOCC2)cc1)c1cnccn1	3.2%	-1.2%	1.6%	-51.7%	7.9%	0.2%
39	Cc1ccc(CNC(=O)CNC(=O)c2c(C)nn(C)c2Cl)cc1	-1.7%	5.5%	2.7%	-12.5%	-6.2%	-0.3%
40	CCCOc1ccc2ccccc2c1/C=N/n1cnnc1	22.7%	4.9%	-2.2%	1.9%	6.9%	-1.1%
41	N#C/C(=C\c1ccc(O)c([N+](=O)[O-])c1)c1nc2ccccc2s1	-31.5%	-20.2%	-0.8%	-110.9%	-13.2%	-1.6%
42	COc1cc2c(C(=O)NCc3ccccn3)cn(C)c(=O)c2cc1OC	-2.4%	2.0%	2.4%	-7.8%	19.6%	-0.1%
43	CCn1c(=O)cc(SCC(=O)Nc2ccc(C)cn2)c2ccccc21	3.4%	-4.1%	-3.6%	8.6%	19.4%	-0.4%
44	CCOC(=O)c1ccc(NCc2cccnc2)cc1	5.9%	-2.3%	1.3%	-45.5%[20 µM]	-9.3%	-1.2%

no.	T cell modulator	T cell modulator vesicle-bound %	NTR1 agonist	NTR1 agonist cell count 20 µM	GPR55 beta-arrestin
31	i	59.6	-0.1	48	-0.1%
32	i	17.1	-0.7	76	-0.1%
33	i	51.5	-0.8	89	0.2%
34	i	54.4	2.5	67	-0.1%
35	i	42.4	0.7	52	-0.1%
36	i	36.4	0.0	75	-0.1%
37	i	13.1	-1.6	69	-0.1%
38	i	19.8	-0.5	48	-0.2%
39	i	29.5	0.8	70	0.9%
40	i	22.5	-0.7	58	0.3%
41	x	x	x	x	-0.1%
42	i	24.5	-1.9	87	-0.2%
43	i	37.9	-0.2	97	-0.4%
44	i	49.9	1.1	63	0.3%
